M1 PAM parental – counter-screen for M1 PAMs: effect in parental CHO-K1 cells; 360,000 compounds, 0.02% hits; AID 602247; activation, % at 3 µM; ATP EC20, Fluo-8 calcium fluorescence; 0% at ATP EC20, 100% at ATP max;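 active = activation above the run cutoff, the mean activation of all test compounds plus 3 SD, cut at about 40% in these data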;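 note: peak over basal fluorescence ratio in a 140 s read after ATP addition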
CHRM4 PAM – potentiates acetylcholine response at human M4 receptor | CHO-K1 hM4/Gqi5, Fluo-8 calcium fluorescence, ACh EC20; 0% = ACh EC20, 100% = maximal ACh | activation, % at 3 µM | 360,000 compounds, 0.4% hits | AID 624126;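 active = activation above its plate's cutoff, the mean activation of sample wells plus 3 SD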; note: some results filed as inactive read as strong as hits
Target sequence (P08173 whole entry, looked up): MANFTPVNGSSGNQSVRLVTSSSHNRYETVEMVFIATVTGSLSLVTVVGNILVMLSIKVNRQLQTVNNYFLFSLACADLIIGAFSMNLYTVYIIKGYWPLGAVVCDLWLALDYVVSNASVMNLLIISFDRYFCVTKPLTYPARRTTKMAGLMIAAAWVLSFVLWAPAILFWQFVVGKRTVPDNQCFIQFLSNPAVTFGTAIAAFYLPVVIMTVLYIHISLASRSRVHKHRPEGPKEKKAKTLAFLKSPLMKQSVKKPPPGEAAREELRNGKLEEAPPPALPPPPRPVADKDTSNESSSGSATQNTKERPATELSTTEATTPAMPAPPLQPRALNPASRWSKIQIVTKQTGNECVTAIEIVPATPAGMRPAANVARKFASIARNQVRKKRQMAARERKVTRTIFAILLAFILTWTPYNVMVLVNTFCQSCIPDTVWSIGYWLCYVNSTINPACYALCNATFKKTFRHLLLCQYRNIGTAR
M1 ag parental – nonselective activator or artifact in parental CHO-K1 cells; Fluo-8 calcium fluorescence; scaled to maximal ATP response, vehicle zero; activation, % at 3 µM; 360,000 compounds, 0.48% hits; in the data active = activation above about 15%;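 note: untransfected CHO-K1 host cells lacking M1 receptor as counterscreen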
CHRM5 PAM – positive allosteric modulators of human muscarinic M5 receptor | 360,000 compounds, 0.3% hits | CHO-K1 hM5, Fluo-8 calcium, ACh EC20 PAM; 0% = ACh EC20, 100% = ACh EC100 | activation, % at 3 µM;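 active = activation above the run cutoff, the mean activation of all test compounds plus 3 SD, cut at about 18% in these data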
Target sequence (P08912 whole entry, looked up): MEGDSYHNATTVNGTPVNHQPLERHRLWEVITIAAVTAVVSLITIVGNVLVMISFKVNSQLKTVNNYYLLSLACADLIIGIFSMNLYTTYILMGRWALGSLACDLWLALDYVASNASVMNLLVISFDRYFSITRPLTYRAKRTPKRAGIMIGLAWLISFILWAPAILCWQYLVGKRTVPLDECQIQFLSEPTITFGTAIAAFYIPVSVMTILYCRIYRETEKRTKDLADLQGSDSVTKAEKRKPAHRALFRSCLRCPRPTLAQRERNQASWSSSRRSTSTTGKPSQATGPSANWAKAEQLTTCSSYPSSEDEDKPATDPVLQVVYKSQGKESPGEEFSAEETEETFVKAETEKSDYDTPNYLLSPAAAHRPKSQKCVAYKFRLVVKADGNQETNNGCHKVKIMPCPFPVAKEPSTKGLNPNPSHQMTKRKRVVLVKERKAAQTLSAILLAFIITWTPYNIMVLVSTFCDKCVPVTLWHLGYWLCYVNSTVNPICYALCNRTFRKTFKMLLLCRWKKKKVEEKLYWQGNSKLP
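System – CHO-K1 hM5 cells · Compound – 3 µM, single dose · Incubation – compound preincubation 140 s before EC20 acetylcholine addition · Technique – Fluo-8 calcium fluorescence · Measure – Max/basal fluorescence ratio as % of EC20–EC100 ACh window · Benchmarks – low control EC20 acetylcholine (0%), high control EC100 acetylcholine (100%) · Replication – singlicate, one well per test compound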
M4 antag – blocks acetylcholine activation of human M4 receptor. AID 624125. P08173. 360,000 compounds, 0.73% hits. inhibition, % at 3 µM. CHO-hM4 cells, ACh EC80, Fluo-8 calcium fluorescence;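 active = inhibition above its plate's cutoff, the mean inhibition of sample wells plus 3 SD, cut at about 27% in these data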;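 note: 0% = acetylcholine EC80 with DMSO and 100% = DMSO without agonist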
CHRM5 agonist – agonists of human muscarinic M5 receptor (CHRM5); CHO-K1 hM5 cells, Fluo-8 calcium fluorescence; 0% DMSO wells, 100% maximal acetylcholine response; activation, % at 3 µM; 360,000 compounds, 0.19% hits; AID 624037;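 active = activation above the run's mean over test compounds plus 3 SD, cut at about 23% in these data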;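 note: signal is peak over basal fluorescence ratio across the kinetic read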
CHRM4 agonist – agonists of human muscarinic M4 receptor (CHRM4). P08173. CHO-K1 hM4/Gqi5, Fluo-8 calcium fluorescence; vehicle 0%, full acetylcholine response 100%. activation, % at 3 µM. 360,000 compounds, 0.14% hits. AID 624127;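 active = activation above the run mean over all test wells plus 3 SD, cut at about 32% in these data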;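 note: peak over basal fluorescence ratio per well then scaled between controls; 0% = DMSO wells and 100% = acetylcholine at EC100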
CHRM5 antagonist – blocks acetylcholine activation of human M5 receptor. P08912. CHO-hM5 cells, Fluo-8 calcium fluorescence, ACh EC80. inhibition, % at 3 µM. 360,000 compounds, 0.59% hits. AID 624040;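 active = inhibition above a per-plate cutoff, the mean of that plate's test compounds plus 3 SD, cut at about 27% in these data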;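 note: 0% = acetylcholine EC80 with DMSO and 100% = DMSO without agonist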
CHO-K1 Ca antag – M1 antagonist counterscreen hit in parental CHO-K1 cells. inhibition, % at 3 µM. 360,000 compounds, 0.6% hits. ATP-induced calcium, Fluo-8 fluorescence;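 active = inhibition above a per-plate cutoff, the plate's mean sample inhibition plus 3 SD, cut at about 24% in these data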;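 note: 0% = DMSO plus EC80 ATP and 100% = DMSO alone without ATP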
An asterisk follows results filed as active.

Results for COc1ccc(CNC(=O)[C@@H]2CC=C[C@@H]3CCN(Cc4ccccc4)C(=O)[C@@H]32)cc1 ?
M1 PAM parental: 8; CHRM4 PAM: 7; M1 ag parental: -0.6; CHRM5 PAM: 1; M4 antag: -12; CHRM5 agonist: -2; CHRM4 agonist: 3; CHRM5 antagonist: -1; CHO-K1 Ca antag: -22

What do the screens show for `CC(=O)N(Cc1cccnc1)Cc1cc2ccccc2[nH]c1=O`?
M1 PAM parental: 8; CHRM4 PAM: -3; M1 ag parental: -0.1; CHRM5 PAM: 2; M4 antag: -4; CHRM5 agonist: 0; CHRM4 agonist: 0; CHRM5 antagonist: -13; CHO-K1 Ca antag: -5

What do the screens show for `CC(C(=O)OCC(=O)Nc1ccc(S(N)(=O)=O)cc1)N1C(=O)c2ccccc2C1=O` (stereo unspecified)?
M1 PAM parental: 5; CHRM4 PAM: -5; M1 ag parental: 1.8; CHRM5 PAM: 0; M4 antag: -1; CHRM5 agonist: 5; CHRM4 agonist: 2; CHRM5 antagonist: 5; CHO-K1 Ca antag: 0

What do the screens show for `CC(=O)NCCc1nc2ccccc2n1CCCCOc1ccccc1`?
M1 PAM parental: 7; CHRM4 PAM: -3; M1 ag parental: 2.0; CHRM5 PAM: 0; M4 antag: -12; CHRM5 agonist: -2; CHRM4 agonist: 5; CHRM5 antagonist: -1; CHO-K1 Ca antag: -15

What do the screens show for `Cc1occc1-c1nnc(SCC(=O)N(C)c2ccccc2)o1`?
M1 PAM parental: 9; CHRM4 PAM: 3; M1 ag parental: 0.7; CHRM5 PAM: -4; M4 antag: -6; CHRM5 agonist: 1; CHRM4 agonist: 1; CHRM5 antagonist: 7; CHO-K1 Ca antag: -10

How did CC(=O)c1cn(CC(=O)Nc2ccccc2F)c2ccccc12 do in these assays?
M1 PAM parental: 15; CHRM4 PAM: -3; M1 ag parental: 6.3; CHRM5 PAM: -7; M4 antag: -6; CHRM5 agonist: 3; CHRM4 agonist: 5; CHRM5 antagonist: 3; CHO-K1 Ca antag: -5

How did Cc1nc2cc(NC(=O)Nc3ccc(Br)cc3)ccc2o1 do in these assays?
M1 PAM parental: 20; CHRM4 PAM: -3; M1 ag parental: 5.1; CHRM5 PAM: -9; M4 antag: 10; CHRM5 agonist: 1; CHRM4 agonist: 3; CHRM5 antagonist: 10; CHO-K1 Ca antag: 3

Results for COc1ccc(C(=O)C2CCCN(C(=O)c3cccc(N(C)C)c3)C2)cc1OC (stereo unspecified) ?
M1 PAM parental: -2; CHRM4 PAM: -7; M1 ag parental: 10.0; CHRM5 PAM: -6; M4 antag: 6; CHRM5 agonist: 4; CHRM4 agonist: 24; CHRM5 antagonist: -1; CHO-K1 Ca antag: -5

Results for CC(NC(=O)CSc1ccccc1C(=O)O)C1CC2CCC1C2 (stereo unspecified) ?
M1 PAM parental: -3; CHRM4 PAM: 8; M1 ag parental: -0.1; CHRM5 PAM: 3; M4 antag: -11; CHRM5 agonist: 0; CHRM4 agonist: 1; CHRM5 antagonist: 5; CHO-K1 Ca antag: -8

Results for Cc1cccc(-n2c(Cc3ccccc3)nnc2SCc2ccc([N+](=O)[O-])cc2)c1 ?
M1 PAM parental: -11; CHRM4 PAM: -1; M1 ag parental: 0.2; CHRM5 PAM: -5; M4 antag: -2; CHRM5 agonist: -4; CHRM4 agonist: 0; CHRM5 antagonist: 10; CHO-K1 Ca antag: 14

Results for C/C=C(/C)C(=O)Nc1cccc(C2=NOC3(C2)C[C@H](C(N)=O)N(C(=O)c2ccc(Cl)cc2)C3)c1 (stereo partly specified) ?
M1 PAM parental: 17; CHRM4 PAM: 6; M1 ag parental: -0.3; CHRM5 PAM: 4; M4 antag: -13; CHRM5 agonist: 1; CHRM4 agonist: 1; CHRM5 antagonist: -1; CHO-K1 Ca antag: -12

How did Cc1cc(-c2ccccc2)cc(C)n1 do in these assays?
M1 PAM parental: 16; CHRM4 PAM: 8; M1 ag parental: 0.6; CHRM5 PAM: -9; M4 antag: -5; CHRM5 agonist: 3; CHRM4 agonist: 0; CHRM5 antagonist: 17; CHO-K1 Ca antag: -5

Next part (2 carried over from the part before).
Results for C/C=C(/C)C(=O)Nc1cccc(C2=NOC3(C2)C[C@H](C(N)=O)N(C(=O)c2ccc(Cl)cc2)C3)c1 (stereo partly specified) ?
M1 PAM parental: 17; CHRM4 PAM: 6; M1 ag parental: -0.3; CHRM5 PAM: 4; M4 antag: -13; CHRM5 agonist: 1; CHRM4 agonist: 1; CHRM5 antagonist: -1; CHO-K1 Ca antag: -12

How did Cc1cc(-c2ccccc2)cc(C)n1 do in these assays?
M1 PAM parental: 16; CHRM4 PAM: 8; M1 ag parental: 0.6; CHRM5 PAM: -9; M4 antag: -5; CHRM5 agonist: 3; CHRM4 agonist: 0; CHRM5 antagonist: 17; CHO-K1 Ca antag: -5

What do the screens show for `COC(=O)NC1c2ccccc2Oc2ccc(C)cc21` (stereo unspecified)?
M1 PAM parental: 26; CHRM4 PAM: -2; M1 ag parental: -0.3; CHRM5 PAM: 0; M4 antag: -5; CHRM5 agonist: -2; CHRM4 agonist: 1; CHRM5 antagonist: 9; CHO-K1 Ca antag: -16

What do the screens show for `COc1ccc(S(=O)(=O)N2CCC(NC(=O)C(Cc3cccc(OC)c3OC)NC(C)=O)CC2)cc1` (stereo unspecified)?
M1 PAM parental: -8; CHRM4 PAM: 1; M1 ag parental: -0.1; CHRM5 PAM: -1; M4 antag: 0; CHRM5 agonist: -3; CHRM4 agonist: 2; CHRM5 antagonist: 4; CHO-K1 Ca antag: 3

How did O=C(Nc1ccccc1C(=O)NCCCn1ccnc1)c1ccc(Cl)cc1Cl do in these assays?
M1 PAM parental: 20; CHRM4 PAM: 2; M1 ag parental: 1.9; CHRM5 PAM: -3; M4 antag: -11; CHRM5 agonist: -1; CHRM4 agonist: 5; CHRM5 antagonist: 7; CHO-K1 Ca antag: -10

How did Cn1cc(CN2CCc3ccccc3C2)c2ccccc21 do in these assays?
M1 PAM parental: 26; CHRM4 PAM: 8; M1 ag parental: 2.4; CHRM5 PAM: 5; M4 antag: -5; CHRM5 agonist: -5; CHRM4 agonist: 1; CHRM5 antagonist: 0; CHO-K1 Ca antag: -10

Results for Cn1c(=O)c2c(ncn2CCC(=O)N/N=C/c2ccccc2)n(C)c1=O ?
M1 PAM parental: 14; CHRM4 PAM: -11; M1 ag parental: 2.3; CHRM5 PAM: -12; M4 antag: -6; CHRM5 agonist: 5; CHRM4 agonist: 3; CHRM5 antagonist: 18; CHO-K1 Ca antag: -11

How did CC(C)OC(=O)/C(=C/c1ccc(Br)cc1)NC(=O)c1ccco1 do in these assays?
M1 PAM parental: 18; CHRM4 PAM: -3; M1 ag parental: 0.3; CHRM5 PAM: 2; M4 antag: 2; CHRM5 agonist: -3; CHRM4 agonist: 0; CHRM5 antagonist: 0; CHO-K1 Ca antag: -1

Results for COC(=O)C1CCCN1C(=O)COc1ccc(Cl)cc1Br (stereo unspecified) ?
M1 PAM parental: 8; CHRM4 PAM: -3; M1 ag parental: 0.3; CHRM5 PAM: -3; M4 antag: 2; CHRM5 agonist: -4; CHRM4 agonist: 0; CHRM5 antagonist: 4; CHO-K1 Ca antag: -4

What do the screens show for `O=C(Nn1c(COc2ccccc2)nc2ccccc2c1=O)C(Cl)(Cl)Cl`?
M1 PAM parental: 9; CHRM4 PAM: -1; M1 ag parental: 0.8; CHRM5 PAM: 5; M4 antag: -14; CHRM5 agonist: -4; CHRM4 agonist: 0; CHRM5 antagonist: -2; CHO-K1 Ca antag: -12

Results for COC(=O)NCC1(C)CC(NC(=O)OC)CC(C)(C)C1 (stereo unspecified) ?
M1 PAM parental: 23; CHRM4 PAM: 6; M1 ag parental: 0.8; CHRM5 PAM: 3; M4 antag: -2; CHRM5 agonist: -2; CHRM4 agonist: 1; CHRM5 antagonist: -1; CHO-K1 Ca antag: -10

Results for CCC1(CC)NC(=S)N(Nc2ccccc2)C1=O ?
M1 PAM parental: 1; CHRM4 PAM: -2; M1 ag parental: -0.1; CHRM5 PAM: 9; M4 antag: 2; CHRM5 agonist: 0; CHRM4 agonist: 0; CHRM5 antagonist: 1; CHO-K1 Ca antag: -14

How did CC1(C(=O)Nc2ccc3c(c2)OCCO3)CN(S(C)(=O)=O)CC(=O)N1CCCN1CCOCC1 (stereo unspecified) do in these assays?
CHRM4 PAM: 4; CHRM5 PAM: 2; M4 antag: 0; CHRM5 agonist: 2; CHRM4 agonist: 2; CHRM5 antagonist: -6

Results for C=CCn1cnnc1SCC(=O)N(C1CCCCC1)C1CCS(=O)(=O)C1 (stereo unspecified) ?
M1 PAM parental: -1; CHRM4 PAM: 0; M1 ag parental: 0.5; CHRM5 PAM: -5; M4 antag: 0; CHRM5 agonist: 3; CHRM4 agonist: 0; CHRM5 antagonist: 6; CHO-K1 Ca antag: -3

How did COc1ccccc1-c1nnc(SCC(=O)Nc2ccc3[nH]c(=O)[nH]c3c2)n1N do in these assays?
M1 PAM parental: -12; CHRM4 PAM: 11; M1 ag parental: 0.1; CHRM5 PAM: -10; M4 antag: -33; CHRM5 agonist: -1; CHRM4 agonist: 1; CHRM5 antagonist: 0; CHO-K1 Ca antag: -2

How did CS(=O)(=O)N(CC(=O)NCCSC1CCCCC1)c1ccccc1 do in these assays?
M1 PAM parental: -9; CHRM4 PAM: -10; M1 ag parental: 0.2; CHRM5 PAM: -7; M4 antag: -1; CHRM5 agonist: -1; CHRM4 agonist: 0; CHRM5 antagonist: -3; CHO-K1 Ca antag: -16

Results for C=CCN1C(=O)C(CC(=O)Nc2ccc(C)cc2)SC1=Nc1c(C)n(C)n(-c2ccccc2)c1=O (stereo unspecified) ?
M1 PAM parental: -1; CHRM4 PAM: 2; M1 ag parental: 0.1; CHRM5 PAM: -6; M4 antag: -8; CHRM5 agonist: 0; CHRM4 agonist: 2; CHRM5 antagonist: 2; CHO-K1 Ca antag: 1

How did CCCc1nnc(SCC(=O)Nc2ccc(OC)cc2)o1 do in these assays?
M1 PAM parental: 5; CHRM4 PAM: -1; M1 ag parental: 0.5; CHRM5 PAM: 4; M4 antag: -8; CHRM5 agonist: -2; CHRM4 agonist: 1; CHRM5 antagonist: 1; CHO-K1 Ca antag: -4

Results for COc1ccc(C=NNC(=S)NN=Cc2ccc(OC)c(OC)c2)cc1OC ?
M1 PAM parental: 22; CHRM4 PAM: -2; M1 ag parental: -0.1; CHRM5 PAM: -2; M4 antag: -3; CHRM5 agonist: 1; CHRM4 agonist: 5; CHRM5 antagonist: -4; CHO-K1 Ca antag: -18

Results for O=C(NC1(C(F)(F)F)C(=O)Nc2c1c(=O)[nH]c(=O)n2Cc1ccco1)C1CCCCC1 (stereo unspecified) ?
M1 PAM parental: 13; CHRM4 PAM: -4; M1 ag parental: 0.5; CHRM5 PAM: -8; M4 antag: -2; CHRM5 agonist: -2; CHRM4 agonist: 0; CHRM5 antagonist: -8; CHO-K1 Ca antag: -6

How did COc1cccc(CN2C(=O)CN(C3CCCCC3)C(=O)C2c2ccc(F)cc2)c1 (stereo unspecified) do in these assays?
M1 PAM parental: -9; CHRM4 PAM: -17; M1 ag parental: 0.1; CHRM5 PAM: -11; M4 antag: 7; CHRM5 agonist: 0; CHRM4 agonist: 3; CHRM5 antagonist: 9; CHO-K1 Ca antag: -1

What do the screens show for `Cc1cccc(CCNC(=O)COc2cc(=O)n(C)c3ccccc23)c1`?
M1 PAM parental: 4; CHRM4 PAM: -8; M1 ag parental: 0.8; CHRM5 PAM: -8; M4 antag: 0; CHRM5 agonist: 1; CHRM4 agonist: 3; CHRM5 antagonist: 0; CHO-K1 Ca antag: -5
